Compound activity deposited in PubChem by several laboratories.
DNMT1 inh = human DNMT1 methyltransferase inhibitors, primary screen, biochemical, molecular beacon, fluorescence, HinP1I cleavage, uHTS. hit rate 0.83% among 360,000. inhibition (reported as % activation of signal), % at 10 µM; in the data active = inhibition above about 50%
E coli Lon inh = inhibitors of E. coli Lon protease, primary screen, biochemical, fluorescence polarization; P0A9M0; purified E. coli Lon protease; inhibition, % at 7.94 µM; hit rate 0.42% among 360,000; AID 602123, 2011; in the data active = inhibition above about 13%, passing the limit was not always enough;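 also: 0% = enzyme with probe and DMSO and 100% = no enzyme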
Target sequence (P0A9M0 whole entry, looked up): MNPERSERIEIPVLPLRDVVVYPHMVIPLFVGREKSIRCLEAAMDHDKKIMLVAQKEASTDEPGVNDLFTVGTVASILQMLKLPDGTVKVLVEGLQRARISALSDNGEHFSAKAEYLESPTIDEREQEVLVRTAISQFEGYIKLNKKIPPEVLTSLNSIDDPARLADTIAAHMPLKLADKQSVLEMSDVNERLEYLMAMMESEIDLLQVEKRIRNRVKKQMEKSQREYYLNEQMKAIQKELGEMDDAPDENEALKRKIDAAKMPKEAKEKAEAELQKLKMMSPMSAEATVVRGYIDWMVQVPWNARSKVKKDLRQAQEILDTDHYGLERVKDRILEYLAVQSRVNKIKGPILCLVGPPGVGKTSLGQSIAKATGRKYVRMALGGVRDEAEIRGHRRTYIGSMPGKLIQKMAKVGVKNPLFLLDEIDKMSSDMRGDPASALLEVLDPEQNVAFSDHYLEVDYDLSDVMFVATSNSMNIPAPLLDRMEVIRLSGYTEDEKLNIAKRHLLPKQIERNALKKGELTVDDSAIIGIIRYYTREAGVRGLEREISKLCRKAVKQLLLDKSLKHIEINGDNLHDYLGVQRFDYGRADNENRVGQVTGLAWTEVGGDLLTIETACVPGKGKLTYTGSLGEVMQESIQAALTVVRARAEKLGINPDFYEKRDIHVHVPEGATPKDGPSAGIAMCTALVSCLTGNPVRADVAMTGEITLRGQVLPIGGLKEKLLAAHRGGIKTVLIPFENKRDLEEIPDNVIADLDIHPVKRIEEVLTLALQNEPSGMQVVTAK
Scp-1 inhibitor = Scp-1 phosphatase inhibitors, primary screen, biochemical, colorimetric, uHTS; Carboxy-terminal domain RNA polymerase II polypeptide A small phosphatase 1 (Homo …; Recombinant Scp1, phosphopeptide, malachite green phosphate absorbance; inhibition, % at 20 µM; hit rate 0.88% among 340,000; AID 493091, 2011;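 active = inhibition above about 50% at 20 µM, limit read from the data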;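 also: plate controls were DMSO wells with enzyme for no effect and wells lacking enzyme for full effect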
Target sequence (Q9GZU7 76-261 limits assumed): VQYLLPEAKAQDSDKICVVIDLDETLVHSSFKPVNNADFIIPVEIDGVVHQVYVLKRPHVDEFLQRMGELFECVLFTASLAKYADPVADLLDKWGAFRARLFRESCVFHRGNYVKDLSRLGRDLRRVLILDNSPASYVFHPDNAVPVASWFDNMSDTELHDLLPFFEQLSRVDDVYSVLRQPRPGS
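Times: enzyme reaction 45 min at room temperature, colour 5 min, stabilisation 30 min. Material: SCP-1 catalytic fragment, aa 76-261. Medium: Acidic Tris acetate buffer with magnesium and detergent. Signal: colorimetric free-phosphate detection, absorbance 630 nm. Read-out basis: % inhibition of SCP-1 phosphate liberation. Reagent: Phosphorylated 17-residue peptide substrate.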
STEP inh = STEP phosphatase inhibitors, primary screen, biochemical, fluorescence intensity, uHTS; recombinant STEP, OMFP fluorogenic substrate; inhibition, % at 20 µM; hit rate 0.25% among 360,000; AID 588621, 2011;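 active = inhibition at 20 µM, scaled per plate between control wells, above about 37%, limit read from the data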;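 also: 0% = DMSO with enzyme and substrate and 100% = substrate only without enzyme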
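Assay system: isolated STEP enzyme / Timing: 20 min at room temperature, dark / Doses: 20 µM, 1% DMSO / Technique: fluorescence intensity, excitation 480 nm, emission 540 nm / Reagent: fluorogenic phosphatase substrate OMFP at 25 µM final / Measure: percent inhibition scaled to no-enzyme and uninhibited-enzyme controls, plate-pattern corrected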
CendR NRP1 mod = modulators of CendR peptide binding to NRP-1, primary screen, biochemical, fluorescence polarization, uHTS; hit rate 0.85% among 360,000; FAM-RPARPAR peptide binding to NRP-1; Neuropilin-1 (Homo sapiens), O14786; inhibition, % at 25 µM;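 active = inhibition or corrected inhibition above about 18%, plus a signal ratio from 0.5 to 1.5, limit read from the data, passing the limit was not always enough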; also: strong numbers were not always called active
bovine MsrA act = bovine MsrA enzyme activators, primary screen, biochemical, absorbance, HTS; Methionine sulfoxide reductase A (Bos taurus); purified bovine MsrA, absorbance read-out; activation, % at 10.6 µM; hit rate 0.3% among 360,000; AID 602163, 2012; in the data active = activation above about 7.5%;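 also: 0% = vehicle and 100% = reference activator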
LMPTP block = LMPTP phosphatase inhibitors, primary screen, biochemical, fluorescence intensity, uHTS. Low molecular weight phosphotyrosine protein phosphatase (Homo sapiens), P24666. recombinant LMPTP-A, OMFP fluorogenic substrate. inhibition, % at 20 µM. hit rate 0.22% among 360,000. AID 651560, 2012;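 active = compounds that cut the enzyme signal by at least half of the control window in the single-dose screen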;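 also: plate controls were DMSO wells with enzyme plus substrate for no effect and substrate without enzyme for full effect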
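Buffer or medium: Bis-Tris pH 6.0, DTT, detergent; Assay system: LMPTP-A enzyme; Quantity: 0.625 nM enzyme; Detection: endpoint fluorescence intensity; Times: 50 min dark incubation at room temperature; Controls: substrate-only low control, DMSO enzyme-plus-substrate high control; Doses: single 20 µM dose; Read-out: percent inhibition versus substrate-only and uninhibited controls; Reagent: 400 µM OMFP.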
MsrA inhibitor = bovine MsrA enzyme inhibitors, primary screen, biochemical, absorbance, HTS | hit rate 0.75% among 360,000 | inhibition, % at 15.5 µM | purified bovine MsrA, absorbance read-out | Methionine sulfoxide reductase A (Bos taurus) | AID 651718, 2012; in the data active = inhibition above about 4.5%;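 also: 0% = vehicle wells with enzyme and 100% = reference inhibitor wells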
SUMO1-SIM PPI = modulators of SUMO1 protein-protein interactions, primary screen, biochemical, uHTS | Small ubiquitin-related modifier 1 (Homo sapiens), P63165 | SUMO1 binding to a labelled peptide, TR-FRET, 1 h | inhibition, % at 20 µM | hit rate 0.33% among 360,000; in the data active = inhibition above about 37%
Target sequence (P63165 whole entry, looked up): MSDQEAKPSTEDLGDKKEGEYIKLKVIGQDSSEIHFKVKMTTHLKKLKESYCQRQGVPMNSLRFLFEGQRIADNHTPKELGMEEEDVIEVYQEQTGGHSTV
TbMetRS inhib = T. brucei MetRS inhibitors, primary screen, biochemical, luminescence | methionyl-tRNA synthetase (Trypanosoma brucei brucei) | purified T. brucei MetRS, ATP depletion, Kinase-Glo luminescence | inhibition, % at 11.9 µM | hit rate 0.4% among 360,000;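 active = inhibition above a per-plate cutoff of the control wells' mean inhibition plus 3 SD, cut at about 5.5% in these data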;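 also: 0% = DMSO wells median and 100% = median of wells with control inhibitor compound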
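Test system – parasite MetRS enzyme · Reagent – substrates ATP, L-methionine and bulk Escherichia coli tRNA · Doses – 11.9 µM compound single dose, 0.9% DMSO · Times – 15 min enzyme-compound preincubation, 2 h reaction, 10 min detection, 25 °C · Signal – Kinase-Glo luminescence, ATP depletion format · Controls – DMSO-only wells as low control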
Starred values were filed as active, the others as inactive; / = not tested or not shown.

SMILES	DNMT1 inh	E coli Lon inh	Scp-1 inhibitor	STEP inh	CendR NRP1 mod	bovine MsrA act	LMPTP block	MsrA inhibitor	SUMO1-SIM PPI	TbMetRS inhib
CCn1cc(C(=O)NCc2cccc(C(F)(F)F)c2)c(=O)c2ccc(C)nc21	2	-1	-10	1	-4	-3	0.0	-1.0	0	-0.8
CCOC(=O)c1c(C)nc2sc3c(=O)n(-c4ccc(C(C)=O)cc4)nnc3c2c1-c1ccc(Cl)cc1	0	-5	-12	8	1	-1	3.1	0.2	-1	0.4
O=C(CCn1c(=O)[nH]c2ccsc2c1=O)N1CC(=O)N(CCc2ccccc2)C(=O)C1	-3	2	-7	-7	-1	-3	0.5	-0.8	3	0.1
CC(C)=CCOc1ccc2c(C)c(CC(=O)N3C[C@H]4C[C@@H](C3)c3cccc(=O)n3C4)c(=O)oc2c1C	0	-8	7	0	2	-5	0.5	0.8	6	-1.6
CCOc1ccccc1C(=O)Oc1ccc2ccc(=O)oc2c1	3	1	-10	2	-9	-3	-0.8	1.3	-8	-0.2
COc1ccc(NC(=O)c2c(Cl)n(C)c3ccccc23)cc1	35	-6	-7	2	2	2	1.6	0.9	7	-1.0
O=P(O)(c1ccc(Cl)cc1)c1ccc(Cl)cc1	-2	2	-3	-3	5	-1	-0.7	1.6	0	-1.0
COc1cc(C)c(Br)cc1S(=O)(=O)NCc1ccncc1	2	-13	1	-2	7	-14	1.4	-0.7	0	-1.7
CCOc1ccc(C2Sc3ccccc3NC3=C2C(=O)OC3)cc1 (stereo not drawn)	-4	0	-2	-2	12	-2	1.0	-1.0	-1	-0.1
CCOc1ccc(-n2c(SCC(=O)O)nc3sc4c(c3c2=O)CCCC4)cc1	0	7	-3	1	-11	-8	-2.3	0.9	3	-1.2
CC(C)N(C(=O)[C@H]1C[C@H](CC(=O)NCc2cccc(C(F)(F)F)c2)C(=O)N2CCc3c([nH]c4cc(-c5ccco5)ccc34)[C@]12C)C(C)C	-25	4	1	-1	-9	0	4.5	-0.1	5	-0.2
O=C(Nc1cccc(OCC(=O)N2CCOCC2)c1)C1CCCCC1	1	-11	3	0	21*	-2	-1.3	-1.1	-1	-0.4
O=C(NCc1nnnn1-c1ccc(Cl)cc1)C(=O)c1c[nH]c2ccccc12	-3	0	/	-3	-2	-7	-1.0	2.6	1	-0.1
CCc1cc(=O)oc2c(CN3CCN(C)CC3)c(O)c(Cl)cc12	2	-13	-2	0	-13	-13	-2.0	2.9	2	-1.5
Cc1ccc(/C=N\NC(=O)Cn2nnc3ccccc32)o1	-3	-8	-7	-3	1	1	0.0	1.7	-3	-0.4
Cc1cc(C(=O)CSc2nnc(-c3ccc(Cl)cc3)n2C)c(C)n1CC1CCCO1 (stereo not drawn)	-10	11	1	2	3	-1	0.2	1.1	-2	-0.1
CSc1nc(-c2ccccc2)nc(NC(=O)C(C)C)c1C(C)=O	-1	-9	-3	-2	18	-5	-1.2	0.0	0	-0.3
CCc1cc2cc(C(=O)N3CCN(c4ccccc4)CC3)sc2s1	2	-5	-4	-2	10	0	-0.5	-0.1	-3	0.2
CCc1ccc(S(=O)(=O)NCc2csc(C)n2)s1	12	-9	0	0	7	5	-1.4	0.0	-1	-0.5
CCCCn1c(N)c(N(CC(C)C)C(=O)c2cc(Cl)nc3ccccc23)c(=O)[nH]c1=O	0	-6	-3	3	-2	-4	-0.6	0.6	4	-0.3

Brought forward from above: 3 entries; new compounds follow.
SMILES	DNMT1 inh	E coli Lon inh	Scp-1 inhibitor	STEP inh	CendR NRP1 mod	bovine MsrA act	LMPTP block	MsrA inhibitor	SUMO1-SIM PPI	TbMetRS inhib
CCc1cc2cc(C(=O)N3CCN(c4ccccc4)CC3)sc2s1	2	-5	-4	-2	10	0	-0.5	-0.1	-3	0.2
CCc1ccc(S(=O)(=O)NCc2csc(C)n2)s1	12	-9	0	0	7	5	-1.4	0.0	-1	-0.5
CCCCn1c(N)c(N(CC(C)C)C(=O)c2cc(Cl)nc3ccccc23)c(=O)[nH]c1=O	0	-6	-3	3	-2	-4	-0.6	0.6	4	-0.3
COC(=O)c1ccc(/C=N/NC(=O)C(=O)NCc2ccccc2)cc1	-10	-6	-11	5	-1	4	3.2	0.9	7	-0.2
COCCN(CC(=O)Nc1ccccc1C(F)(F)F)C(=O)/C=C/c1cc(Cl)c2c(c1)OCCO2	2	-9	3	-2	6	-10	0.7	-0.4	-13	-0.8
COc1ccccc1-n1c(-c2ccco2)n[nH]c1=S	-3	-3	1	-2	1	1	-2.1	-0.5	11	-0.4
Cc1cccnc1NC(=O)Cn1nc(C)c([N+](=O)[O-])c1C	2	-1	-16	4	-10	-4	-2.2	-0.2	1	-1.4
O=C(NCCc1ccccn1)c1cccc(S(=O)(=O)N2CCc3ccccc32)c1	-2	-2	-3	-2	1	-3	0.0	-0.3	5	-0.5
O=C(NC(=S)Nc1ccc(Br)cc1)C1CCCCC1	1	-6	-5	1	-1	-1	-1.3	0.6	-2	-0.1
COc1ccc(C)cc1-n1nnnc1SC(C)C(=O)NC1CCCC1 (stereo not drawn)	6	-3	2	0	6	0	-0.7	-0.2	2	-0.2
N#Cc1cc2c(nc1SCc1ccncc1)CCC2	-2	-6	2	-2	7	-2	0.9	1.7	-7	-0.7
Nc1nc2n(n1)C(c1ccco1)CC(c1ccc(F)cc1)N2 (stereo not drawn)	1	-3	-4	1	-12	-4	-1.2	-0.6	5	-0.1
O=S(=O)(/N=S1/CC=CCN1S(=O)(=O)c1ccccc1)c1ccccc1 (stereo not drawn)	-1	2	6	5	14	-3	-0.1	/	2	-0.4
Cc1ccc(Nc2nnc(SCC(=O)Nc3ccc(S(=O)(=O)N4CCOCC4)cc3)s2)cc1	-15	-5	-4	-2	-4	-1	2.3	1.2	4	8.5*
COC(=O)C[C@H]1C=C[C@H](NC(=O)Cc2ccccc2)[C@@H](CO)O1	/	/	/	/	4	/	-1.7	1.6	3	-0.4
COc1cc(C2C3C(=O)N(Cc4ccccc4)C(=O)C3ON2c2ccccc2)cc(OC)c1O (stereo not drawn)	-9	0	-10	0	4	-1	1.4	0.7	0	-1.1
CCc1ccccc1N1C(=O)c2cccc3c(N4CCOCC4)c([N+](=O)[O-])cc(c23)C1=O	-10	3	-6	4	18	-3	1.9	0.5	-26	0.2
COc1ccc(C(CNC(=O)CCNS(=O)(=O)c2ccc(Br)cc2)N2CCCC2)cc1 (stereo not drawn)	-2	-14	-7	1	-14	-1	2.1	1.4	2	-0.4
C/C(Cc1nnn(-c2cc(C)on2)n1)=N\O	1	5	-1	-3	-3	-2	-1.3	0.3	-1	0.0
COCCCn1cc(CN2CC(N3CCN(C4CCN(C)CC4)CC3)CS2(=O)=O)nn1 (stereo not drawn)	/	4	/	/	3	-4	-7.0	-0.6	-19	-1.1
COC(=O)C1=C(C(=O)OC)C(c2cc(Cl)ccc2O)c2sc(=O)[nH]c2S1 (stereo not drawn)	-2	-13	-8	-2	-14	-14	-0.9	/	-7	-0.8
Cc1ccc(S(=O)(=O)Cc2ccc(C(=O)O)o2)cc1	89*	-4	86*	55*	-15	-3	7.9	-0.8	10	-0.1
C=C(C)c1cccc(C(C)(C)NC(=O)Nc2cccnc2)c1	2	1	0	0	2	-2	-2.5	-0.1	0	0.4

The final 2 entries of the section above lead into the next.
SMILES	DNMT1 inh	E coli Lon inh	Scp-1 inhibitor	STEP inh	CendR NRP1 mod	bovine MsrA act	LMPTP block	MsrA inhibitor	SUMO1-SIM PPI	TbMetRS inhib
Cc1ccc(S(=O)(=O)Cc2ccc(C(=O)O)o2)cc1	89*	-4	86*	55*	-15	-3	7.9	-0.8	10	-0.1
C=C(C)c1cccc(C(C)(C)NC(=O)Nc2cccnc2)c1	2	1	0	0	2	-2	-2.5	-0.1	0	0.4
COc1ccc(/C=N/NC(=O)CN(C2=NS(=O)(=O)c3ccccc32)c2ccccc2)cc1	4	-2	1	2	-2	0	0.9	1.8	0	-0.1
Cc1c(Br)c(C(F)(F)F)nn1CC(=O)NCc1ccco1	3	-4	3	1	4	-3	0.2	-0.3	1	-1.0
CCOc1ccccc1OCC(=O)OCC(=O)NNC(=O)c1ccc([N+](=O)[O-])cc1	0	0	-13	-1	14	-2	-0.3	0.7	-30	-0.2
O=C(NCc1ccccc1CN1CCCC1)C1CCN(C(=O)c2ccc(Cl)cc2)CC1	0	-6	/	0	19	-1	0.5	-0.8	-15	-0.2
S=C(NN=C(C1CC1)C1CC1)Nc1ccccc1	-4	-1	-18	2	-2	-7	0.1	0.8	2	-0.9
CC(C)[C@H](NC(=O)c1ccccc1)C(=O)OCC(=O)Nc1ccc(S(=O)(=O)N2CCOCC2)cc1	2	9	3	-1	8	-2	0.5	-0.3	-2	-0.3
CC(C)C[C@H](NC(=O)c1nc[nH]c1C(=O)NCc1ccc(CNC(=O)OC(C)(C)C)cc1)C(=O)OC(C)(C)C	-31	-3	-6	0	-6	2	3.5	-0.5	1	-0.2
CC(C)N1CCC(N2CCN(C3CCCCC3)CC2CCO)CC1 (stereo not drawn)	8	-6	-2	2	2	-13	-0.3	-0.8	5	-1.2
Cc1ccc(C(=O)N2CCN(c3ccccc3)CC2)cc1S(=O)(=O)N1CCCC1	-2	-2	12	0	-1	-8	-3.2	-0.2	1	-0.8
COc1cc(C(=O)Nc2ccc(S(=O)(=O)Nc3cnc4ccccc4n3)cc2)cc(OC)c1OC	-1	3	-11	-3	4	-3	1.9	2.2	-4	-0.6
CCOC(=O)C1CCCN(C(=O)C(=O)c2cn(CC(=O)N3CCOCC3)c3ccccc23)C1 (stereo not drawn)	0	9	-4	-1	22	-6	0.3	3.3	-5	-0.4
Nc1nnc(SC2CC(=O)N(c3ccccc3)C2=O)s1 (stereo not drawn)	-1	1	-2	-3	10	-4	0.0	0.4	-3	-0.7
O=C(COC(=O)c1ccccc1O)Nc1cccc(S(=O)(=O)NC2=NCCCCC2)c1	-1	-5	1	-2	1	-4	-1.8	-0.9	3	0.1
CCOc1ccc(-c2c(C(=O)N/N=C/c3ccco3)nnn2-c2nonc2N)cc1	-1	-6	1	-1	0	-2	1.0	2.3	-1	-0.3
COc1ccc(-c2cn[nH]c2-c2ccc(OCc3ccccc3)cc2O)cc1	-6	1	-2	-1	12	-9	3.5	0.4	-3	-0.9
